# Screens from PubChem BioAssay.
# EPAC1 antagonist: blocks human EPAC1 exchange factor; O95398; EPAC1 GEF assay, Rap1b-BODIPY-GDP exchange fluorescence; Potency, µM (series often up to 115 µM), inactives show top-dose activity change, negative = inhibition, usual class: inhibitors; actives 0.14% (n = 360,000); AID 720709;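 note: potency is the fitted concentration of half-maximal effect; plate controls were vehicle for no effect and positive control for full effect; nearly all actives have a fitted effect of over 50% in size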
# PLK1 PBD inh: blocks phosphopeptide binding to human PLK1 polo-box domain; Plk1 PBD binding of FITC phosphopeptide, fluorescence polarization; AID 720504; Potency, µM, for the others: max response, negative = inhibition, usual class: inhibitors; P53350; actives 2.8% (n = 360,000); note: potency is the fitted concentration of half-maximal effect; series mostly up to about 57 µM; % is set by controls: 0 for no effect and ±100 for the full control effect; nearly all actives have a fitted effect of over 65% in size
# EPAC1 ag: agonists of human EPAC1; O95398; EPAC1 agonist qHTS, biochemical assay; response scale: 100% = response to 6.5 mM cAMP; Potency, µM (series often up to 154 µM), for inactives: at the top dose activation, most hits filed as activators; actives 0.073% (n = 360,000); AID 720707; note: potency is the fitted concentration of half-maximal effect; nearly all actives have a fitted effect of over 60% in size
#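 Compounds were pinned as a concentration titration into mixtures of EPAC1 (100 nM), BODIPY-GDP-loaded Rap1B (250 nM) and GDP (50 uM). After 5 min at room temperature, fluorescence was followed for 30 min; activity was scaled to 6.5 mM cAMP.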
# PI5P4Ka inh: PI5P4K alpha (human) kinase inhibition. actives 1.2% (n = 330,000). P48426. PI5P4Kalpha enzyme, ADP-Glo luminescence, 60 min; hits give low values. max response, %. AID 652105; active = max response of -50% or lower; inconclusive = between -30% and -50%; inactive = -30% or higher; note: value at the top dose of about 77 µM; % is set by controls: 0 for no effect and ±100 for the full control effect
#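 Human PI5P4Kalpha with substrate in 0.038 M HEPES pH 7.4, 0.28 mM EGTA, 0.1% CHAPS, 5% DMSO; reaction started with 5 microM ATP (final), 60 min at room temperature. ADP formed read by ADP-Glo luminescence.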
# EPAC2 antag: antagonists of human EPAC2; Q8WZA2; EPAC2 GEF exchange of Rap1B-BODIPY-GDP, fluorescence; Potency, µM (highest dose often 114 µM), for inactives: at the highest dose activity, negative = inhibition, hits mostly inhibitors; actives 0.18% (n = 360,000); note: potency is the fitted concentration of half-maximal effect; % is set by controls: 0 for no effect and ±100 for the full control effect; nearly all actives have a fitted effect of over 45% in size; many of its hits are not listed in these tables
# WRN inhibitor: blocks human WRN helicase; Q14191; WRN helicase unwinding, fluorescent forked duplex, kinetic; Potency, µM (top dose mostly 114 µM), without a hit: at the top dose activity change, negative = inhibition, most hits filed as inhibitors; actives 0.46% (n = 360,000); AID 651768; note: potency is the fitted concentration of half-maximal effect; % is set by controls: 0 for no effect and ±100 for the full control effect; nearly all actives have a fitted effect of over 55% in size
# Target sequence (Q14191 whole entry, looked up): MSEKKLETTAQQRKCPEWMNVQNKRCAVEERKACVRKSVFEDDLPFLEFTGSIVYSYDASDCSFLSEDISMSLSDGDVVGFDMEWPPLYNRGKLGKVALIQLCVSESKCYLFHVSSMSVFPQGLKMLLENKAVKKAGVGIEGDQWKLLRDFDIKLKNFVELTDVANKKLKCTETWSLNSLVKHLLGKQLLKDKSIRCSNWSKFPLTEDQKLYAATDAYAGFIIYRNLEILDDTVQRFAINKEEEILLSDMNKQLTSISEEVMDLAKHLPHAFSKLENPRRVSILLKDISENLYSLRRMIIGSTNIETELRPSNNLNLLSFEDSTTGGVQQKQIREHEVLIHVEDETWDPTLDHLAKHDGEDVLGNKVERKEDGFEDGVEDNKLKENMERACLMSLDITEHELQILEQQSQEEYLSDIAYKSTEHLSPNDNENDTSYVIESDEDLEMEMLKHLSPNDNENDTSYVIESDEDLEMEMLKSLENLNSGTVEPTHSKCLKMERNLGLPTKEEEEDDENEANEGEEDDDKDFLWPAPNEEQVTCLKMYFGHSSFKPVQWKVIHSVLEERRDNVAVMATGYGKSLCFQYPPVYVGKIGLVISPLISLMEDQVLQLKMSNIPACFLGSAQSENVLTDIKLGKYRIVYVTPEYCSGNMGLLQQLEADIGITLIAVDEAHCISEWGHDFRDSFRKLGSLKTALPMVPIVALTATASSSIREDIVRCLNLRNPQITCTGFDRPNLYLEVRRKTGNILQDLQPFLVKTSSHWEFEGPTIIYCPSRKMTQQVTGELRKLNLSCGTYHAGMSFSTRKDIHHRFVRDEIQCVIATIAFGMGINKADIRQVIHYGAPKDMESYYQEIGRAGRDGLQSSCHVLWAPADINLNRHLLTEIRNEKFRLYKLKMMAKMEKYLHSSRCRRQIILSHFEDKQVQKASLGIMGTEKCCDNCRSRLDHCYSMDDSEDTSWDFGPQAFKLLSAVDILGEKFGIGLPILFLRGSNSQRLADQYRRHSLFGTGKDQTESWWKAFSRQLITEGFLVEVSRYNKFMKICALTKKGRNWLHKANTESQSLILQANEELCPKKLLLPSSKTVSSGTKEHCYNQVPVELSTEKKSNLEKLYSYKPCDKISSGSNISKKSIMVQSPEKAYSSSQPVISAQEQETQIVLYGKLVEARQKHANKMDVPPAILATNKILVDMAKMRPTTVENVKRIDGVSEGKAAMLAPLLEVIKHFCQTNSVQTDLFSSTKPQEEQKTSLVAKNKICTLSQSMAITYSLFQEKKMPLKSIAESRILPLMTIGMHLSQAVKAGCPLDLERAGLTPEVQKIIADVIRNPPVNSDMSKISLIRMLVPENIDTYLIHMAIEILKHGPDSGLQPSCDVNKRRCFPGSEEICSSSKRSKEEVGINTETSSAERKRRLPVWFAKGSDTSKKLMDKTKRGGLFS
#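 Fluorescence dequenching readout, ex 525 nm/em 598 nm, kinetic mode: forked duplex DNA (100 nM final) with adjacent fluorophore and quencher unwound by WRN (20 nM final) with 2 mM ATP. Compound preincubation 15 min, room temperature.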
# CCT modulator: changes cytosolic chaperonin activity | actives 0.3% (n = 360,000) | activity change, % (concentration not given with the values), hits read low | purified chaperonin ATPase assay, HTRF ADP detection, 30 min; in the data active = activity change below about -30%; note: % is set by controls: 0 for no effect and ±100 for the full control effect
#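 We incubate TRiC, 40 or 20 nM final, with library compounds at 76 uM and 10 uM ATP for 30 min at 37 °C. ADP formed is detected with Transcreener HTRF reagents after 30 min at room temperature.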
# MmCpn inh: M. maripaludis TRiC chaperonin inhibition | Potency, µM (top dose mostly 76.9 µM), for inactives: top-dose activity, negative = inhibition, most hits filed as inhibitors | actives 0.031% (n = 330,000) | purified Mm-Cpn ATPase, ADP Transcreener TR-FRET | AID 504842; note: potency is the fitted concentration of half-maximal effect; % is set by controls: 0 for no effect and ±100 for the full control effect; nearly all actives have a fitted effect of over 80% in size
#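 Measured: ADP formation by purified Mm-CPN. Conditions: 25 nM protein, 10 uM ATP, Tris pH 7.4 with Mg2+, K+ and DTT, 37°C for 30 min. Detection: Transcreener HTRF after 30 min at room temperature.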
# * hit, by the source's call; ? = inconclusive; . = not tested or not shown; [ ] = remark or other dose. Unless noted, calls come from the whole dose curve; as a rule, active = well fitted curve in the direction sought with a large enough effect; inconclusive = small, poorly fitted or top-dose-only effect, or another doubt; inactive = no such curve, though single readings can be large; an effect the other way counts as inactive or inconclusive. Not all compounds are listed; count on the stated rates, not on these rows.
mol | EPAC1 antagonist | PLK1 PBD inh | EPAC1 ag | PI5P4Ka inh | EPAC2 antag | WRN inhibitor | CCT modulator | MmCpn inh
COc1ccccc1-c1c(C)nn2c(N3CCC(C(N)=O)CC3)cc(C)nc12 | -2% | 0% | -3% | 1 | 1% | 2% | 1.3 | -2%
Cc1ccc(NC(=O)CN(c2ccc(Cl)cc2)S(=O)(=O)c2cc([N+](=O)[O-])ccc2Cl)c(C)c1 | 0% | -10% | -2% | -1 | -3% | -1%[57.1 µM] | 0.3 | 0%
O=C(CC(=O)N1CCN(c2ccccn2)CC1)Nc1ccc2nc3n(c(=O)c2c1)CCCCC3 | -1% | -1% | -9% | 4 | 8% | -7% | -1.6 | -1%
O=C1CCCN1CCCNS(=O)(=O)c1ccc(F)c(F)c1 | 25% | -15% | 12% | 1 | -4% | 9% | -1.8 | 0%
COc1cc(OC)c(-c2nn3c(-c4ccco4)nnc3s2)cc1OC | 1% | -26% | 4% | -4 | -1% | -23% | -0.5 | -2%
CCOC(=O)c1cc(-c2ccc(OC)cc2F)nc2c1c(C)nn2CCC#N | -20% | -1% | 5% | . | -12% | -12% | 0.7 | 1%
COc1ccc(NC(=O)C(=S)NC2CCCCC2)cc1 | 12% | -24% | -6% | 4 | 5% | -3% | -1.2 | -2%
CCN1CCN(Cc2c(O)ccc3c2O/C(=C\c2ccc(C)cc2)C3=O)CC1 | 5% | -2% | 18% | ? | 11% | -8% | 1.3 | -11%
CC1(C(=O)Nc2ccccc2Br)CCN1C(=O)CC1CC1 (stereo not given) | -14% | -11% | 1% | 10 | -7% | -8% | -0.3 | .
C=CCSc1nnc2nc3c(nn12)c1cc(C)ccc1n3CC=C | -2% | -4% | -9% | 4 | 3% | ? | 0.2 | -9%
Cc1c([N+](=O)[O-])ccc(S(=O)(=O)N2CCC(C(N)=O)CC2)c1C | -3% | 5% | -11% | 13 | -4% | -9% | 0.4 | 0%
CCc1noc(C)c1C(=O)Nc1ccc(F)c(F)c1F | 6% | -9% | 14% | 0 | 0% | -3% | -1.6 | -1%
COc1ccc(-c2cnn(-c3ccccc3)c2N)cc1OC | -9% | ? | 8% | -1 | 0% | -4% | -2.7 | 0%
O=C(O)c1ccccc1-c1ccccc1C(=O)NNc1ccc([N+](=O)[O-])cc1 | 8% | 2% | 2% | -4 | 2% | -7% | 0.9 | 0%
CC(=O)c1ccc(S(=O)(=O)N(C)CC(=O)Nc2cc(C)on2)cc1 | 1% | -3% | -6% | -20 | 8% | -13% | -3.6 | -4%
CCC(C)c1ccc(OCC(=O)Nc2cccc(C(=O)Nc3ccc(C(=O)O)cc3)c2)cc1 (stereo not given) | 1% | ? | 6% | 0 | ? | 2% | -1.1 | 0%
CCCS(=O)(=O)NC(=O)C1(C)CCN(C(=O)c2ccc(F)cc2Cl)C1 (stereo not given) | -5% | 4% | 2% | 1 | 0% | -6% | 1.0 | .
CC(C)(C)NC(=O)C(c1cccs1)N(C(=O)C(=O)NC1CCCC1)c1ccccc1F (stereo not given) | -11% | -10% | -2% | 11 | 11% | 6% | -0.9 | 0%
CC(C)C(NC(=O)CN1C(=O)c2cccc3cccc1c23)C(C)C | ? | -9% | 4% | -2 | 0% | 2% | 0.0 | 1%
COC(CN(C)C(=O)C1CCC(CNS(=O)(=O)c2ccc(C)cc2)CC1)OC (stereo not given) | 13% | 21µM* | 7% | 4 | 11% | -4% | 1.0 | 0%
C=CCN1C(=O)c2cccc3c(Br)ccc(c23)C1=O | 5% | -10% | -2% | 0 | 1% | 4% | -1.0 | -13%
CSCCC(NC(=O)COc1ccccc1)C(=O)N(C)Cc1ccc(F)cc1 (stereo not given) | -7% | -4% | -14% | 8 | -10% | -3% | 1.4 | -1%
N[C@@H](Cc1cnc[nH]1)C(=O)Nc1ccc2ccccc2c1 | 0% | -7% | -2% | 19 | -11% | 8% | -3.0 | .
CCOC(=O)c1ccccc1OC(=O)Oc1ccccc1C(=O)OCC | -8% | -10% | 17% | 5 | ? | 0% | -0.8 | .
CC(C)CC1C(=O)N(Cc2cn(CC3CCCCC3)nn2)CCS(=O)(=O)N1Cc1ccc(-c2ccc(F)nc2)cc1 (stereo not given) | -4% | -5% | -1% | 3 | -18% | -1% | 0.4 | .
CCC1=C2CC[C@H]3C(=O)N(CC)C(=O)[C@H]3[C@H]2[C@@]2(Cc3ccccc3)C(=O)N(Cc3ccccc3)C(=O)N2C1=O | -21% | -8% | 17% | -5 | 2% | 10% | -4.0 | -3%
CC(C)=CCCC(C)N(C=O)C(C)CCC=C(C)C (stereo not given) | 0% | -6% | 5% | 13 | -17% | 1% | -1.7 | .
CCOC(=O)N1CCC(NC(=O)c2ccc3c(c2)N=C(CC)c2cc(C)ccc2S3)CC1 | -16% | -9% | 3% | 1 | -17% | -19% | -1.9 | -4%
CNC[C@H]1Oc2c(NC(=O)C3CCCCC3)cccc2C(=O)N([C@H](C)CO)C[C@@H]1C | 4% | 3% | -10% | -1 | 13% | -5% | -0.4 | 1%
Cc1ccccc1N(CC(=O)N/N=C/c1ccc(F)cc1)C(=O)c1ccccc1 | -16% | -17% | 10% | 0 | -9% | -4% | 1.9 | 2%
Cc1nn(C)c(C)c1N1C(=O)c2cccc3c(Br)ccc(c23)C1=O | 2% | -11% | -4% | -4 | ? | 0%[57.1 µM] | 0.2 | -11%
O=C(COC(=O)c1cccnc1Cl)Nc1nc(-c2ccccc2)cs1 | 12% | -4% | 9% | 1 | 4% | 2% | -1.4 | 3%
COC(=O)c1ccccc1NC(=O)n1cc(C)cn1 | -10% | -8% | 0% | 6 | 0% | 7% | -0.9 | 1%
Cc1ccn2c(Cc3ccccc3)c(-c3ccc(Br)cc3)nc2c1 | -13% | 1% | 3% | 1 | -11% | -1% | 0.8 | .
CCN(C(=O)CCNC(=O)Cn1cnc2ccccc2c1=O)c1ccccc1F | 5% | -11% | 2% | -2 | 17% | 2% | -3.5 | -2%
CCNC(=S)/N=C(/Nc1ccc(OC)cc1)Nc1nc(C)cc(C)n1 | -7% | 5% | 1% | -1 | 15% | -21% | -2.0 | -2%
O=C(Nc1ccc(Cl)cn1)c1ccccc1-c1ccccc1 | 14% | -6% | -8% | 4 | -15% | 6% | -2.1 | .
CC(C)CCN1NC2(CCCC(C)C2)NC1=S (stereo not given) | 13% | 1% | -5% | -3 | -1% | 3% | -2.0 | -1%
O=[N+]([O-])c1ccccc1S(=O)(=O)Nc1ccc(S(=O)(=O)Nc2nccs2)cc1 | 1% | 27µM* | 12% | -6 | -8% | -21% | -1.1 | 0%
CC(C)c1nnc(NC(=O)COc2ccc3ccccc3c2)s1 | 13% | 2% | -2% | -6 | 12% | 8% | -0.8 | -23%
CCCCNC(=O)C[C@@H]1C[C@@]2(C(=O)OCC)CCCC=C2N(CCc2ccc(OC)c(OC)c2)C1=O | 13% | -3% | -8% | -2 | -19% | 8% | . | .
CCn1c2ccccc2c2cc(NC(=O)c3cccc(OC)c3)ccc21 | 6% | 4% | 6% | . | -2% | -5% | -0.9 | -6%
C=CCn1c(SCC(=O)Nc2ncc(Cc3ccc(C)c(Cl)c3)s2)nnc1-c1ccncc1 | 13% | -16% | -1% | 2 | -8% | -15% | -2.4 | 0%
O=C(NCCN1CCOCC1)c1cc(-c2cccc(Cl)c2)on1 | -8% | -5% | -2% | 2 | 9% | -11% | 1.3 | 1%
CC1Cc2cc(S(=O)(=O)NCCC(=O)N(C)Cc3ccccc3)ccc2N1C(=O)C1CC1 (stereo not given) | -21% | -2% | -3% | -4 | 1% | 3% | 0.4 | -3%
CC(=O)c1c(C)[nH]c(C(=O)OCC(=O)N(Cc2ccccc2)C(C)(C)C)c1C | -27% | -12% | -3% | 1 | -5% | -33% | -1.4 | -5%
CC(=O)N1N=C(c2ccc(C)cc2)CC1c1ccco1 (stereo not given) | 9% | -5% | -5% | -3 | -2% | -5% | 2.2 | -2%
O=C(COC(=O)c1cc(=O)[nH]c2ccccc12)NCc1ccccc1 | -2% | 0% | 7% | -9 | 2% | 4% | -2.3 | -2%
COc1ccc2c(c1)-c1ccccc1S(=O)(=O)N2C | 1% | 2% | -1% | 2 | 7% | -17% | -0.1 | -3%
Cc1ccc(C)c(CC(=O)N2CCCC(c3cc(C(=O)Nc4ccccc4Cl)no3)C2)c1 (stereo not given) | -27% | -2% | -7% | 22 | -21% | 0%[57.1 µM] | -1.5 | .
CC(C)c1ccccc1 | -21% | -3% | -11% | 3 | -9% | 8% | 0.9 | -1%
CC(=O)C1(C)N(O)C(C)(C)C(c2ccco2)=[N+]1[O-] (stereo not given) | -18% | 0% | 18% | . | -5% | -3% | 1.2 | -3%
CCOC(=O)N1CCN(C(=O)CNC(=O)C23CC4CC(CC(C4)C2)C3)CC1 | -1% | -3% | 3% | 6 | -2% | -15% | 1.4 | 0%

# Only WRN inhibitor and EPAC1 antagonist, for some of the entries so far:
SMILES | WRN inhibitor | EPAC1 antagonist
Cc1nn(C)c(C)c1N1C(=O)c2cccc3c(Br)ccc(c23)C1=O | 0%[57.1 µM] | 2%
O=C(COC(=O)c1cccnc1Cl)Nc1nc(-c2ccccc2)cs1 | 2% | 12%

# Sorted by value in PI5P4Ka inh (lowest first): six of the compounds above.
Structure,EPAC1 antagonist,PLK1 PBD inh,EPAC1 ag,PI5P4Ka inh,EPAC2 antag,WRN inhibitor,CCT modulator,MmCpn inh
CC(C)c1nnc(NC(=O)COc2ccc3ccccc3c2)s1,13%,2%,-2%,-6,12%,8%,-0.8,-23%
CCCCNC(=O)C[C@@H]1C[C@@]2(C(=O)OCC)CCCC=C2N(CCc2ccc(OC)c(OC)c2)C1=O,13%,-3%,-8%,-2,-19%,8%,.,.
CCNC(=S)/N=C(/Nc1ccc(OC)cc1)Nc1nc(C)cc(C)n1,-7%,5%,1%,-1,15%,-21%,-2.0,-2%
COc1ccc2c(c1)-c1ccccc1S(=O)(=O)N2C,1%,2%,-1%,2,7%,-17%,-0.1,-3%
CC(C)c1ccccc1,-21%,-3%,-11%,3,-9%,8%,0.9,-1%
O=C(Nc1ccc(Cl)cn1)c1ccccc1-c1ccccc1,14%,-6%,-8%,4,-15%,6%,-2.1,.
